Screens as filed in PubChem BioAssay.
H9c2 TAG inh: triacylglycerol accumulation inhibition. hit rate 0.66% among 230,000. inhibition, % at 12.5 µM. H9c2 cells, Nile Red lipid (TAG) fluorescence; cells loaded with 200 µM oleic acid;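 active = pattern-corrected inhibition of lipid staining of at least 50% with the nuclear-stain viability signal not falling by more than 50%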;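 also: 0% = DMSO wells and 100% = triacsin C control wells; some results filed as inactive read as strong as hits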
H9c2 TAG inh DAPI viability: second read-out of H9c2 TAG inh, no call of its own (marks repeat the call); DAPI nuclei signal change (viability), lower = more cytotoxic, %;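 whole-well DAPI fluorescence read on a plate reader as a viability signal; minus 50 percent equals half of cells still viable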
The depositor's hits bear a star.

SMILES	H9c2 TAG inh	H9c2 TAG inh DAPI viability
CC1(C)CC(=O)C(Sc2ccc(Br)cc2)=C(O)C1	11	-4
CC1CCC(C(=O)NC(C(=O)N2CCc3ccccc3C2)C(C)C)CC1 (stereo unspecified)	5	6
COC(=O)[C@@]1(Cc2ccc(OC)cc2)[C@H]2c3cc(C(=O)N(C)C)[nH]c3C[C@H]2CN1C(=O)c1ccccc1	0	-7
COc1ccc(/C=C2/SC(=S)N(c3ccc(S(=O)(=O)Nc4nccs4)cc3)C2=O)cc1	-8	11
CC1(C)Cc2ccccc2C2=C(C(=O)N3CCCCCC3)C(=O)C(=O)N21	-6	0
C[C@H]1CN([C@@H](C)CO)S(=O)(=O)c2ccc(-c3ccncc3)cc2O[C@H]1CN(C)C(=O)c1cccc(F)c1	6	-4
Cc1nnc(NC(=O)c2ccc3c(c2)OCO3)s1	-6	0
COc1ccc(NC(=S)N2CCN(S(=O)(=O)c3ccccc3)CC2)cc1OC	8	-1
CC[C@]12c3[nH]c4ccccc4c3CCN1C(=O)C(CC(=O)NCc1ccco1)C[C@@H]2C(=O)N1CCN(C(=O)c2ccco2)CC1 (stereo partly specified)	-5	2
CCN(C[C@H]1N[C@@](C)(C(=O)OC)[C@H]2C(=O)N(Cc3ccccc3)C(=O)[C@@H]12)C(=O)NC(C)C	-8	3
c1nc(N2CCC3(CC2)OCCO3)c2c3c(sc2n1)CCCC3	-24	-2
CS(=O)(=O)N(Cc1ccccc1)c1ccc(C(=O)NC2CCCCC2O)cc1 (stereo unspecified)	10	2
C=CCCC(=O)N1C[C@H]2CON(C)[C@H]2C[C@H]1c1ccccc1Br	-4	-4
CC1SC(=NC(=O)c2ccncc2)NC1=O (stereo unspecified)	4	9
COc1ccccc1N1CCN(Cc2nc(N)nc(Nc3ccc(C)c(Cl)c3)n2)CC1	42	-18
COc1cc2c(cc1OC)C1CCc3cc4c(cc3C1N=C2)OCO4 (stereo unspecified)	-2	16
CC(=O)c1ccc(NC(=O)c2cn(C)c(=O)c3ccccc23)cc1	0	-1
CC(Oc1ccccc1)C(=O)Nc1oc(-c2ccco2)c(-c2ccco2)c1C#N (stereo unspecified)	4	-4
CCOC(=O)N1CCN(C(=O)CCN2C(=O)/C(=C\c3ccc(OC)c(OC)c3)SC2=S)CC1	-13	6
Cc1ccc(NCc2nnc(SCC(N)=O)n2CC2CCCO2)c(C)c1 (stereo unspecified)	26	-16
O=C(OCC(=O)N1CCCC1)c1ccc(OC(F)(F)F)cc1	-2	8
CC1(C2CC2)NC(=O)N(CC(=O)Nc2ccc(OC(F)F)cc2)C1=O (stereo unspecified)	4	-7
O=C(NCC1CCCO1)c1ccc(Oc2ccc([N+](=O)[O-])cc2Cl)cc1 (stereo unspecified)	3	3
COC(=O)c1cnc(NC(=O)C2(C)CCN2C(=O)C(C)C)s1 (stereo unspecified)	7	2
CCOC(=O)C1(C)CCN1C(=O)c1ccccc1 (stereo unspecified)	-5	7
CCOc1ccccc1N1CCN(C(=S)Nc2ccc(S(N)(=O)=O)cc2)CC1	-8	5
CN1CCN(C(=O)N2CCNC2=O)CC1	12	3
CN1CCN(C(=O)c2cccc(-c3cnc4cnc(-c5ccccc5Oc5ccccc5)cn34)c2)CC1	137	-92
Cc1ccc2nc(-c3ccc(NC(=O)CSc4nc(N)cc(=O)[nH]4)cc3)sc2c1	18	20
CCN(C(=O)c1ccc(=O)[nH]c1)c1c(N)n(Cc2ccccc2)c(=O)[nH]c1=O	-16	5
CC1(C)CC(=O)C(CSC(=O)c2ccccc2)C(=O)C1	1	-8
N/C(CCS(=O)(=O)c1ccc(Cl)cc1)=N\OC(=O)c1ccccc1C(F)(F)F	2	6
Cc1ccc(CNC(=S)Nc2ccc(NS(=O)(=O)c3ccc(C)cc3)cc2)cc1	-70	9
CCc1nc2ccc(C(=O)N3CCN(S(=O)(=O)CC)CC3)cn2c1N(C)Cc1cccs1	7	-2
CCn1c(O)c(C=NCc2ccccc2)sc1=S	-4	8
COc1ccccc1C(CNC(=O)c1oc2ccccc2c1C)N1CCCC1 (stereo unspecified)	10	-3
c1ccc(-c2ccc(CN3C[C@@H]4C(c5ccccc5)C5(c6cccnc6)CC4(C5)[C@H]3c3ccccc3)cc2)cc1 (stereo partly specified)	-14	1
CC1=C(C(=O)Nc2ccccc2C)C2(CCCCC2)C(C(N)=O)C(=S)N1 (stereo unspecified)	0	8
C/C(NCC(C)(C)CN(C)C)=C(/C#N)C(=O)NCc1ccccc1	35	-21
O=C(N1CCOCC1)N1CCC(n2nnc3cc(F)ccc32)CC1	-5	-12
O=C(Cc1ccccc1)Nc1ccc(NC(=O)c2cccs2)cc1Cl	-7	14
O=S(=O)(c1ccccc1Oc1ccc(Cl)cc1Cl)N1CCCCC1	3	-7
Cc1c(C(=O)Nc2nccs2)oc2ccc(Br)cc12	13	5
N/C(Cc1cccs1)=N\OC(=O)COc1ccccc1Cl	12	4
O=C(O)CCNS(=O)(=O)c1ccccc1Br	9	-3
COCCNS(=O)(=O)c1ccc2c3c(cccc13)C(=O)N2C	4	4
NC(=O)CC(NC(=O)Cc1ccc(Br)cc1)c1ccc(NC2CCCCCCC2)c([N+](=O)[O-])c1 (stereo unspecified)	-14	-15
Cc1c(N=C2C(=O)Nc3ccccc32)c(=O)n(-c2ccccc2)n1C	3	12
Cc1cccc(CC(=O)NCCN2CCOCC2)c1	2	-3
O=C(NCc1ccccc1Br)c1cccc2c1C(=O)c1ccc(-c3ccc(OC(F)(F)F)cc3)cc1S2(=O)=O	-30	-12
COc1cc(OC)cc(C(=O)Nc2nc3ccccc3[nH]2)c1	18	1
O=C(Cc1ccccc1Cl)Nc1nc2ccccc2[nH]1	-9	4
O=C(N/N=C/c1ccc[nH]1)c1ccccc1OCc1ccc(F)cc1	5	-9
CCCN1C2=C(C(=O)CCC2)C(c2ccc(O)c(Br)c2)C2=C1CCCC2=O	-20	12
CC(=O)c1ccc(N/N=C2/CCCNC2=O)cc1	3	1
CCCc1nc(SCC(=O)N2CCC(Cc3ccccc3)CC2)c2c(=O)n(C)c(=O)n(C)c2n1	4	6
O=C1C2C3C=CC(C3)C2C(=O)N1CCN1CCN(Cc2ccc([N+](=O)[O-])cc2)CC1 (stereo unspecified)	2	3
CC1([N+](=O)[O-])COC2(CCCCC2)OC1	-1	0
OCC[C@H]1C[C@@H](O)[C@H](O)[C@]2(CCCc3ccccc3O2)O1	-3	-6
CCOC(=O)c1[nH]c(C)c(C(=O)NC)c1C	6	0

(list continues)
SMILES	H9c2 TAG inh	H9c2 TAG inh DAPI viability
CC1=CC(C)(C)NC(=S)N1c1ccc2ccccc2c1	-8	-3
CCCOc1ccc(CSC(CC(=O)O)C(=O)O)cc1 (stereo unspecified)	14	-14
O=C(Cc1ccc(NC2=NC3CS(=O)(=O)CC3S2)cc1)NCCc1ccccc1 (stereo unspecified)	-4	-3
COCCCNC(=O)CN1C(=O)/C(=C/c2ccccc2)Sc2ccccc21	-3	-3
COc1ccc(NC(=O)CSc2nc3ccccc3nc2N2CCCCC2)cc1	7	1
NC(=O)c1ccc(/C(N)=N/S(=O)(=O)c2cc(C(F)(F)F)cc(C(F)(F)F)c2)cc1	8	-5
CC1(C)Oc2ccc3ccc(=O)oc3c2/C(=C/NC2CCCCC2)C1=O	-10	-5
COc1ccc(C2C(C#N)=C(N)Oc3cc(O)ccc32)cc1 (stereo unspecified)	-5	-5
N#Cc1ccccc1OCC(=O)OCC(=O)NC1CCCC1	2	2
CCN(CC)C(=O)c1ccc(O)c(OC)c1	-17	3
CC(=O)Nc1ccc(/C=N/NC(=S)NC(C)C)cc1	5	0
CCCCCCSc1nsc(NC(=O)CCC)n1	-29	0
COc1cc(/C=C2\SC(=S)N(Nc3ccccc3)C2=O)cc(OC)c1OC	2	4
C[C@H](CO)N1C[C@H](C)[C@@H](CN(C)C(=O)NC2CCCCC2)Oc2c(NC(=O)Nc3ccccc3)cccc2C1=O	-1	-5
COc1cc(NC(=O)c2ccc(C)cc2)c(OC)cc1NC(=O)CN1CCCCC1	-142	51
COc1ccc(C2CCCCC2SCC(=O)O)cc1OC (stereo unspecified)	13	0
Cc1ccc(S(=O)(=O)N2CCN(C(=O)CSc3ccccn3)CC2)c(C)c1	-12	0
CCc1cccc(CC)c1NC(=O)Cn1c(-c2ccc(F)cc2)noc1=O	8	-3
CN(C)c1cccc(C(=O)NNC(=O)C23CC4CC(CC(C4)C2)C3)c1	-16	43
COc1cc(S(=O)(=O)NC2CCCC2)ccc1Cl	0	-5

A draw from above in order of formula weight, low to high:
SMILES	H9c2 TAG inh	H9c2 TAG inh DAPI viability
CC(=O)Nc1ccc(/C=N/NC(=S)NC(C)C)cc1	5	0
CC1=CC(C)(C)NC(=S)N1c1ccc2ccccc2c1	-8	-3
CCCCCCSc1nsc(NC(=O)CCC)n1	-29	0
COc1cc(S(=O)(=O)NC2CCCC2)ccc1Cl	0	-5
COc1ccc(C2C(C#N)=C(N)Oc3cc(O)ccc32)cc1 (stereo unspecified)	-5	-5
N#Cc1ccccc1OCC(=O)OCC(=O)NC1CCCC1	2	2
COc1ccc(C2CCCCC2SCC(=O)O)cc1OC (stereo unspecified)	13	0
CN(C)c1cccc(C(=O)NNC(=O)C23CC4CC(CC(C4)C2)C3)c1	-16	43
CC1(C)Oc2ccc3ccc(=O)oc3c2/C(=C/NC2CCCCC2)C1=O	-10	-5
CCc1cccc(CC)c1NC(=O)Cn1c(-c2ccc(F)cc2)noc1=O	8	-3
COCCCNC(=O)CN1C(=O)/C(=C/c2ccccc2)Sc2ccccc21	-3	-3
COc1cc(/C=C2\SC(=S)N(Nc3ccccc3)C2=O)cc(OC)c1OC	2	4
Cc1ccc(S(=O)(=O)N2CCN(C(=O)CSc3ccccn3)CC2)c(C)c1	-12	0
COc1ccc(NC(=O)CSc2nc3ccccc3nc2N2CCCCC2)cc1	7	1
COc1cc(NC(=O)c2ccc(C)cc2)c(OC)cc1NC(=O)CN1CCCCC1	-142	51
O=C(Cc1ccc(NC2=NC3CS(=O)(=O)CC3S2)cc1)NCCc1ccccc1 (stereo unspecified)	-4	-3

(cont.)
SMILES	H9c2 TAG inh	H9c2 TAG inh DAPI viability
CC1(C)CC(=O)C(CC(=O)N2CCC(Cc3ccccc3)CC2)C(=O)C1	-1	6
Cc1cccc(OCc2nnc(SCC(=O)Nc3sc(C)c(C)c3C#N)n2C)c1	-7	3
Cc1ccc(C)c(OCCC(=O)NCCc2ccc(Cl)cc2)c1	-10	-4
Cc1nc(C)c(-c2ccc(SCC(=O)Nc3cccc(Cl)c3)nn2)s1	7	1
Cc1ccc(CN2CC(C(=O)N3CCN(S(=O)(=O)c4cc(C)ccc4C)CC3)CC2=O)cc1 (stereo unspecified)	-23	0
O=C1c2ccccc2C(Nc2cccc(C(F)(F)F)c2)N1Cc1ccco1 (stereo unspecified)	-6	7
O=C(c1cccc(S(=O)(=O)NCc2ccc3c(c2)OCO3)c1)N1CCCC1	-3	0
CCOc1cc(NC(=S)NCCCN2CCOCC2)c(OCC)cc1NC(=O)c1cccc(F)c1	-5	-10
OCc1cc(CO)c(O)c(CCc2ccccc2)n1	-5	12
Cc1cccc(-n2cnc(C(=O)N/N=C/c3ccccc3)c2)n1	-1	6
CCOc1ccc(NC(=O)CC2C(=O)N(c3ccc(OC)cc3)C(=S)N2Cc2ccccn2)cc1 (stereo unspecified)	4	1
O=C(Nc1ccccc1)N1CCNCC1	6	5
Cc1cc(OC(C)C)c2c(-c3ccccc3)cc(=O)oc2c1	-30	11
Cc1nc(Cc2nnc(SCC(=O)N(C)c3ccccc3)o2)cs1	-3	-3
COc1ccc(CCNC2=NCCS2)cc1OC	6	0
CC1CCc2c(sc(NC(=O)c3ccccc3C(=O)O)c2C#N)C1 (stereo unspecified)	8	-11
Cc1nn(C(=O)c2ccc3c(c2)OCO3)c(N)c1-c1ccccc1	8	5
CC(C)(CNC(=O)c1ccccc1F)CNC(=O)c1ccccc1F	6	-3
O=C(NCc1cc(C(F)(F)F)ccc1Cl)c1cccc2c1C(=O)c1ccc(N3CCC(Cc4ccccc4)CC3)cc1S2(=O)=O	-49	20
CC(=O)c1cccc(NC(=O)CSc2nnc(-c3ccncc3)o2)c1	-10	0
CCOC(=O)c1sc2nc3n(c(=O)c2c1C)CCCCC3	-14	-3
CCCCn1nc2cc(C(=O)N(CC)c3ccc(OC)cc3)ccc2c1OCC	-17	7
COc1cccc(CNC(=O)C2CCN(S(=O)(=O)c3ccc4c(c3)CCC(=O)N4)CC2)c1	4	2
CCO[C@H]1OC(C(=O)N2CCOCC2)=C[C@@H](c2ccc(C(F)(F)F)cc2)[C@@H]1CCCO	-4	1
CCCNC(=O)C1(C)CCN(C(=O)COc2ccc(C(C)(C)C)cc2)C1 (stereo unspecified)	0	9
O=S(=O)(c1ccc(NC2CCCc3ccccc32)nc1)N1CCOCC1 (stereo unspecified)	-10	-4
Cc1noc(C)c1COc1ccc(C(=O)OCC(=O)N2c3ccccc3NC(=O)C2(C)C)cc1	-5	-1
Cc1ccc(NC(=O)c2ccc3c(=O)n4c(nc3c2)CCCCC4)nc1	-4	2
CCOc1ncccc1C(=O)NCC(c1ccccc1)N(C)C (stereo unspecified)	-62	-5
CCc1ccc(NC(=O)C(C)Nc2ccc(S(=O)(=O)NC(C)=O)cc2)cc1 (stereo unspecified)	-7	-1
O=S(=O)(Nc1ccccc1)c1ccc(F)cc1	2	-2
COc1ccc(C2OC(=O)Cc3cc(OC)c(OC)cc32)cc1 (stereo unspecified)	-8	1
O=S(=O)(NC1CCN(Cc2ccccc2)CC1)c1ccc(Cl)cc1	-11	9
O=C(CSc1nc2c(sc3ccccc32)c(=O)n1Cc1ccccc1)NCC1CCCO1 (stereo unspecified)	8	7
Cc1cc(C)c2nc(N(CCCN(C)C)C(=O)C3=COCCO3)sc2c1	33	-2
CCOC(=O)C1=NN(c2cccc(Cl)c2)C2=NC(C)=C(C(=O)OC)C(c3cccs3)N12 (stereo unspecified)	10	-7

Only part of the results is shown; rates above refer to the full screens.
